IL2 activator – IL-2 activation. AID 652025. 360,000 tested, 0.065% active. IL-2 activation reporter assay, cell-based qHTS; stimulated with anti-CD3/CD4/CD28 beads; in transgenic mouse T cells. activation, % (series mostly up to about 46 µM); in the data active means activation above about 50%; inconclusive means mostly about 30% to 49%; further: 0% is about no effect
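Unstimulated transgenic mouse T cells preincubated 60 min with compound, then stimulated with anti-CD3/anti-CD4-coated beads plus anti-CD28 for 18 h at 37 degrees C. IL-2 response read as EGFP and DsRed fluorescence by plate cytometry.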
EPAC1 agonist – agonists of human EPAC1; O95398; EPAC1 agonist qHTS, biochemical assay; response scale: 100% = response to 6.5 mM cAMP; Potency, µM (titrated, usually from 154 µM), for inactives: top-dose activation, most hits filed as activators; 360,000 tested, 0.073% active; AID 720707; further: potency means the concentration at half of the fitted maximal effect; nearly all actives have a fitted effect of over 60% in size
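Nucleotide exchange by EPAC1 (100 nM) on Rap1B–BODIPY-GDP (250 nM) in the presence of 50 uM GDP is tracked fluorescently at 480/540 nm over 30 min. Signals are normalized to a 6.5 mM cAMP control.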
CCT chaperon mod – modulators of cytosolic chaperonin (CCT/TRiC) activity; activity change, % (test concentration not listed), hits read low; 360,000 tested, 0.3% active; purified chaperonin ATPase assay, HTRF ADP detection, 30 min; in the data active means activity change below about -30%; further: on the % scale 0 is the no-effect control and ±100 the full control effect
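TRiC at 40 or 20 nM final (batch-dependent) in 30 mM Tris pH 7.4, 100 mM KCl, 5 mM MgCl2, 1 mM DTT, with compound at single 76 uM and 10 uM ATP, 30 min at 37 deg C. ADP detected by HTRF Transcreener, 665/615 ratio.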
EPAC2 agonist – agonists of human EPAC2 (RAPGEF4) | EPAC2 activation, biochemical qHTS; response scale: 100% = 6.5 mM cAMP response | Potency, µM (top dose mostly 154 µM), without a hit: top-dose activation, hits mostly activators | AID 720711 | Q8WZA2 | 360,000 tested, 0.079% active; further: potency means the concentration at half of the fitted maximal effect; nearly all actives have a fitted effect of over 50% in size
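In this primary screen, activation is scored as increased exchange of BODIPY-GDP from Rap1B by 100 nM EPAC2, with 50 uM GDP as competitor. Signal is normalized to the 6.5 mM cAMP agonist control.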
EPAC1 antagonist – EPAC1 (human) antagonism; 360,000 tested, 0.14% active; EPAC1 GEF assay, Rap1b-BODIPY-GDP exchange fluorescence; AID 720709; Potency, µM (highest dose often 115 µM), inactives show at the highest dose activity change, negative = inhibition, hits mostly inhibitors; O95398;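 further: potency means the concentration at half of the fitted maximal effect; plate controls were vehicle for no effect and positive control for full effect; nearly all actives have a fitted effect of over 50% in size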
WRN inhibitor – blocks human WRN helicase. WRN helicase unwinding, fluorescent forked duplex, kinetic. Potency, µM (titrated, usually from 114 µM), without a hit: top-dose activity change, negative = inhibition, actives largely listed as inhibitors. 360,000 tested, 0.46% active. AID 651768; further: potency means the concentration at half of the fitted maximal effect; on the % scale 0 is the no-effect control and ±100 the full control effect; nearly all actives have a fitted effect of over 55% in size
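WRN at 20 nM final preincubated with compound 15 min at room temperature; reaction started with 100 nM fluorophore/quencher forked duplex oligonucleotide and 2 mM ATP final. Unwinding followed kinetically by red fluorescence (ex 525, em 598 nm).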
PI5P4K alpha inh – inhibitors of human PI5P4K alpha. P48426. PI5P4Kalpha enzyme, ADP-Glo luminescence, 60 min; active compounds read low. max response, %. 330,000 tested, 1.2% active. AID 652105; active means max response of -50% or lower; inconclusive means between -30% and -50%; inactive means -30% or higher; further: value at the top dose of about 77 µM; on the % scale 0 is the no-effect control and ±100 the full control effect
Target sequence (P48426 whole entry, looked up): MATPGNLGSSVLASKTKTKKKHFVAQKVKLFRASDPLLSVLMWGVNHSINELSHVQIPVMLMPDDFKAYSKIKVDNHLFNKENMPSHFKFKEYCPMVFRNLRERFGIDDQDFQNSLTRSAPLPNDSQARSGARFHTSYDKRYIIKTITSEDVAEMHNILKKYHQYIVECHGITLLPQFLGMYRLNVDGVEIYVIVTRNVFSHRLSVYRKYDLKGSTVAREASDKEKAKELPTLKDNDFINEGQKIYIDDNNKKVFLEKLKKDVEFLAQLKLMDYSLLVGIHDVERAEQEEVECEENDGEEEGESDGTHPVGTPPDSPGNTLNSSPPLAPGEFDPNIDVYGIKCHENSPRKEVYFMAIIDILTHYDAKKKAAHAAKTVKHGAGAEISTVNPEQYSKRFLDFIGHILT
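ADP-Glo luminescence end-point after a 60 min room-temperature kinase reaction. PI5P4Kalpha and substrate in HEPES pH 7.4 buffer with EGTA, 0.1% CHAPS and 5% DMSO; ATP at 5 microM final.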
PLK1 PBD inh – PLK1 (human) polo-box domain binding inhibition. P53350. Potency, µM, without a hit: max response, negative = inhibition, most hits filed as inhibitors. 360,000 tested, 2.8% active. Plk1 PBD binding of FITC phosphopeptide, fluorescence polarization; further: potency means the concentration at half of the fitted maximal effect; series mostly up to about 57 µM; on the % scale 0 is the no-effect control and ±100 the full control effect; nearly all actives have a fitted effect of over 65% in size
Target sequence (P53350 whole entry, looked up, the tested form may be a part): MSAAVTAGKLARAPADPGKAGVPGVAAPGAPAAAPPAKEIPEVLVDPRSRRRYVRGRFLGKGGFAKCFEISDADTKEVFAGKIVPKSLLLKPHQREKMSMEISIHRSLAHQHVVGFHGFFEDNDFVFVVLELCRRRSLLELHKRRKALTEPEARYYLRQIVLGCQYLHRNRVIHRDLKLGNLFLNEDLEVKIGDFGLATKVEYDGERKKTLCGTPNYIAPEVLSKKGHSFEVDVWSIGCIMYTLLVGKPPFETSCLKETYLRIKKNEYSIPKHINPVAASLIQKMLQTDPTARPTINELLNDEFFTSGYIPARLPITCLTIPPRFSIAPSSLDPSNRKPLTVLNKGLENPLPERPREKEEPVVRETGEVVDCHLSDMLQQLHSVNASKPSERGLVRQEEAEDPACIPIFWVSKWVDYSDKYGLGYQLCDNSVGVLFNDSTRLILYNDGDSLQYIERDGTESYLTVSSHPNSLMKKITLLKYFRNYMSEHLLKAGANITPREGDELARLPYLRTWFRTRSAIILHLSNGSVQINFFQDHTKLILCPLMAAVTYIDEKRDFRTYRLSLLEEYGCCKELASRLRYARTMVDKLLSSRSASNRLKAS
The depositor's hits bear a star; u = inconclusive; x = no result given; [ ] = dose if it differs, or a comment. Unless noted, the call rests on the fitted dose curve; in most records, active means well fitted curve in the direction sought with a large enough effect; inconclusive means small, poorly fitted or top-dose-only effect, or another doubt; inactive means no such curve, though single readings can be large; an effect the other way counts as inactive or inconclusive. Only part of the results is shown. The share of hits here may be higher or lower than overall.

Fields – IL2 activator	EPAC1 agonist	CCT chaperon mod	EPAC2 agonist	EPAC1 antagonist	WRN inhibitor	PI5P4K alpha inh	PLK1 PBD inh
(1) O=C(Nc1n[nH]c(C(F)(F)F)n1)C1CC1
  -4.4	-3%	-1.7	4%	8%	-6%	5	-3%
(2) COc1ccccc1CNc1ccc(C(=O)O)cc1
  -0.5	-4%	-0.3	2%	-4%	3%	0	0%
(3) CCOc1cc(C(=O)Nc2ccncc2)cc(OCC)c1OCC
  0.6	12%	1.3	3%	11%	-1%	3	-3%
(4) Cc1ccc2c(N)c(C)ccc2c1
  -0.3	9%	-3.6	3%	-10%	-28%	-4	-14%
(5) CC1(C)Cc2nc3sc(C(N)=O)c(N)c3cc2CO1
  -0.2	3%	-3.0	-3%	5%	-2%	3	u
(6) COc1ccc(S(=O)(=O)N2CCCCCC2)cc1NS(=O)(=O)c1cc(C(=O)O)cc(C)c1C
  12	7%	-0.5	4%	1%	-2%	-8	-3%
(7) O=C(NCc1ccco1)c1cc(-c2ccccn2)nc2ccccc12
  2.8	-2%	-0.4	-1%	8%	-1%[57.1 µM]	x	-8%
(8) COc1cccc(CN(C)C(=O)c2cccc(S(=O)(=O)NCc3ccccc3)c2)c1OC
  -1.0	-12%	0.6	-1%	u	-13%	1	-1%
(9) O=C(Nc1cccc(-c2nnco2)c1)c1cccs1
  -0.3	-10%	-6.8	6%	-2%	-2%	2	5%
(10) NC(N)=NCCC[C@H](NC(=O)OCc1ccccc1)C(=O)O
  0.6	5%	2.1	8%	-9%	-6%	-3	2%
(11) Cc1noc(C)c1S(=O)(=O)Nc1ccc2c(c1)CC(=O)N([C@H](C)CO)C[C@H](C)[C@H](CN(C)S(=O)(=O)c1ccc(F)cc1)O2
  -0.1	7%	1.9	5%	-3%	-1%	-2	-14%
(12) CC(C)NC(=O)NC(=O)COC(=O)C1CCCN1C(=O)c1cccs1 (stereo unspecified)
  0.3	8%	2.2	-1%[15.6 µM]	-6%	2%	7	-8%
(13) COc1ccccc1NCCC(=O)OCC(=O)NCc1ccco1
  0.4	-3%	-0.5	3%	-24%	u	-60*	-19%
(14) CC(=O)c1cccc(N(C(=O)c2ccccn2)C(C(=O)NC2CCCCC2)c2ccccc2)c1 (stereo unspecified)
  -1.0	0%	0.6	-5%	11%	5%	-6	-5%
(15) CC(C)NC(=O)Nc1cccc2c1O[C@H](CN(C)S(C)(=O)=O)[C@@H](C)CN([C@H](C)CO)C2=O
  -0.7	-1%	-0.9	6%	-9%	-3%	-20	-13%
(16) COc1ccc(S(=O)(=O)N2CCC3(CC2)OCCN3S(=O)(=O)c2ccc(OC)cc2)cc1
  -1.6	-7%	-3.0	12%	2%	19%	-9	-5%
(17) CC(O)(CS(=O)(=O)Cc1ccccc1)c1ccccc1 (stereo unspecified)
  -1.1	7%	-5.1	5%	-9%	6%	-5	-1%
(18) O=C(O)c1ccccc1NN=C1CCCCC1
  -0.7	4%	-2.1	3%	-13%	-8%	-12	-5%
(19) C=CCN1C(=O)/C(=c2\sc3nc(=O)c(Cc4ccccc4Cl)nn3c2=O)c2ccccc21
  0.2	-3%	2.1	4%	16%	u	u	12µM*
(20) COc1cc(-c2nc(-c3ccc(Br)o3)no2)cc(OC)c1OC
  -1.5	-6%	0.4	10%	3%	-3%	3	-4%
(21) Cc1ccc2nc(SCC(=O)Nc3ccc4[nH]c(=O)[nH]c4c3)[nH]c2c1
  1.3	-2%	-1.8	-7%	-10%	-21%	-2	-26%
(22) COc1ccc(-c2noc(-c3ccco3)n2)cc1OC
  -1.4	-4%	1.5	7%	-7%	13%	3	-6%
(23) Cc1ccc([N+](=O)[O-])cc1NC(=O)CCc1ccccc1
  -0.9	3%	-0.7	3%	u	-16%	0	-5%
(24) Cc1cc(C)n(CC(O)COc2cccc(OCC(O)Cn3nc(C)cc3C)c2)n1 (stereo unspecified)
  1.0	-12%	0.0	2%	-3%	-1%	-2	-1%
(25) COc1cccc(-c2nn(-c3ccccc3)cc2CN(C)Cc2c(C)nc3ccccn23)c1
  -3.5	17%	1.3	15%	-13%	-8%	15	3%
(26) CC(=O)C1=C(C)NC(SCC(N)=O)=C(C#N)C1c1cccnc1 (stereo unspecified)
  -0.3	-3%	-0.8	3%	1%	-17%	x	-10%
(27) Cc1ccc(C)c(C(=O)CSc2nnc(C)s2)c1
  1.9	1%	0.5	1%	-8%	-17%	1	-7%
(28) Cc1ccccc1-c1nnc(SCC(=O)N(C)c2c(N)n(Cc3ccccc3)c(=O)[nH]c2=O)n1C
  -3.6	-8%	1.4	-1%	17%	14%	-1	-1%
(29) Cc1ccccc1NC(=O)Cn1c([N+](=O)[O-])cnc1C
  -3.0	3%	1.7	15%	3%	8%	10	-17%
(30) COc1ccc(C(=O)c2ccccc2C(=O)c2ccccc2)cc1
  -5.2	-7%	-2.6	5%	-10%	0%	15	4%

31: CCc1cc(C(c2ccc(F)cc2)N2CCOCC2)c(NC(=O)c2ccccc2)s1 (stereo unspecified)
32: CSC1=N/C(=C\c2cccnc2)C(=O)N1c1ccccc1
33: COc1ccc(/C=C/C(=O)NNc2c(F)c(F)cc(F)c2F)cc1OC
34: Oc1ccc(C[C@H]2CN([C@@H](Cc3ccccc3)CN3CCCC3CN3C(=S)NC[C@@H]3Cc3ccccc3)C(=S)N2CCc2ccccc2)cc1 (stereo partly specified)
35: COc1ccc(-c2ccc(C)cc2)cc1[C@H]1[C@@H]2C=CCC[C@@]2(C)C(=O)N1Cc1ccccc1
36: CCOC(=O)C1=C[C@@H](CC)N(S(=O)(=O)c2ccc(C)cc2)[C@H]1c1cccs1

Screen / compound no.	31	32	33	34	35	36
IL2 activator	-0.6	0.3	0.3	0.6	-0.2	-0.9
EPAC1 agonist	8%	9%	-6%	-13%	-10%	7%
CCT chaperon mod	-0.5	-5.9	-3.2	-0.2	0.7	1.8
EPAC2 agonist	12%	12%	8%	3%	11%	8%
EPAC1 antagonist	-1%	-7%	1%	7%	-13%	-3%
WRN inhibitor	-11%	-4%	2%	0%	-6%	-7%
PI5P4K alpha inh	6	1	-5	1	18	3
PLK1 PBD inh	-17%	-5%	-18%	3%	-7%	-6%

37: Cc1ccc2c3c(cccc13)-c1ccccc1C2=O
38: CCCCN1CC(COc2ccccc2)OC1=O (stereo unspecified)
39: Nc1nc(-c2ccc(NC(=O)c3ccco3)cc2)cs1
40: Fc1ccc(N2CCN(C(c3cccs3)c3nnnn3CCc3ccccc3)CC2)cc1 (stereo unspecified)
41: COC(=O)c1sc(OC)cc1OCc1ccc(C)cc1
42: CCN(C(=O)Cc1ccccc1OC)c1nnc(-c2ccncc2)s1

Screen / compound no.	37	38	39	40	41	42
IL2 activator	-0.2	-1.1	-1.0	-0.5	0.2	-1.7
EPAC1 agonist	u	5%	-1%	7%	-3%	-4%
CCT chaperon mod	-0.1	0.3	-2.7	0.4	-1.8	1.9
EPAC2 agonist	3%	9%	12%	5%	-4%	6%
EPAC1 antagonist	32%[activator]	7%	-9%	15%	-5%	8%
WRN inhibitor	-27%[57.1 µM]	-7%	-12%	1%	2%	-2%
PI5P4K alpha inh	20	x	-19	6	-2	x
PLK1 PBD inh	-4%	-3%	-20%	24µM*	-2%	-14%

43: N=C1SCC(=O)N1c1ncc(Cc2ccccc2Cl)s1
44: NC(=O)COC(=O)CNC(=O)c1cc(Cl)cc([N+](=O)[O-])c1
45: NC(=O)CCc1nc2cc(C(F)(F)F)ccc2n(Cc2ccccc2)c1=O
46: COc1cccc(-c2nnc(SCC(=O)NC3CCS(=O)(=O)C3)n2C)c1 (stereo unspecified)
47: CCOC(=O)C(NCc1ccccc1OC)(NC(=O)CC)C(F)(F)F (stereo unspecified)
48: CN(C(=O)CN1C(=O)/C(=C/c2ccc(F)cc2)SC1=S)C1CCS(=O)(=O)C1 (stereo unspecified)

Screen / compound no.	43	44	45	46	47	48
IL2 activator	-2.3	-0.5	1.4	-0.1	-1.7	-2.1
EPAC1 agonist	6%	3%	-5%	2%	1%	-3%
CCT chaperon mod	-1.0	-11	1.1	0.7	5.3	-1.4
EPAC2 agonist	-7%	9%	2%	3%	4%	0%
EPAC1 antagonist	-5%	10%	3%	4%	9%	-25%
WRN inhibitor	-4%	3%	3%	8%	-10%	-9%[57.1 µM]
PI5P4K alpha inh	-12	0	-5	-5	-1	5
PLK1 PBD inh	-9%	-10%	-1%	1%	-24%	u

By substructure: those above containing two or more sulfur atoms.
6: COc1ccc(S(=O)(=O)N2CCCCCC2)cc1NS(=O)(=O)c1cc(C(=O)O)cc(C)c1C
11: Cc1noc(C)c1S(=O)(=O)Nc1ccc2c(c1)CC(=O)N([C@H](C)CO)C[C@H](C)[C@H](CN(C)S(=O)(=O)c1ccc(F)cc1)O2
16: COc1ccc(S(=O)(=O)N2CCC3(CC2)OCCN3S(=O)(=O)c2ccc(OC)cc2)cc1
27: Cc1ccc(C)c(C(=O)CSc2nnc(C)s2)c1
34: Oc1ccc(C[C@H]2CN([C@@H](Cc3ccccc3)CN3CCCC3CN3C(=S)NC[C@@H]3Cc3ccccc3)C(=S)N2CCc2ccccc2)cc1 (stereo partly specified)
36: CCOC(=O)C1=C[C@@H](CC)N(S(=O)(=O)c2ccc(C)cc2)[C@H]1c1cccs1
43: N=C1SCC(=O)N1c1ncc(Cc2ccccc2Cl)s1
46: COc1cccc(-c2nnc(SCC(=O)NC3CCS(=O)(=O)C3)n2C)c1 (stereo unspecified)

Screen / compound no.	6	11	16	27	34	36	43	46
IL2 activator	12	-0.1	-1.6	1.9	0.6	-0.9	-2.3	-0.1
EPAC1 agonist	7%	7%	-7%	1%	-13%	7%	6%	2%
CCT chaperon mod	-0.5	1.9	-3.0	0.5	-0.2	1.8	-1.0	0.7
EPAC2 agonist	4%	5%	12%	1%	3%	8%	-7%	3%
EPAC1 antagonist	1%	-3%	2%	-8%	7%	-3%	-5%	4%
WRN inhibitor	-2%	-1%	19%	-17%	0%	-7%	-4%	8%
PI5P4K alpha inh	-8	-2	-9	1	1	3	-12	-5
PLK1 PBD inh	-3%	-14%	-5%	-7%	3%	-6%	-9%	1%

48: CN(C(=O)CN1C(=O)/C(=C/c2ccc(F)cc2)SC1=S)C1CCS(=O)(=O)C1 (stereo unspecified)

Screen / compound no.	48
IL2 activator	-2.1
EPAC1 agonist	-3%
CCT chaperon mod	-1.4
EPAC2 agonist	0%
EPAC1 antagonist	-25%
WRN inhibitor	-9%[57.1 µM]
PI5P4K alpha inh	5
PLK1 PBD inh	u
